USP1 inh: Inhibitors of USP1/UAF1: Primary Screen. Ubiquitin carboxyl-terminal hydrolase 1 (Homo sapiens), O94782. recombinant USP1/UAF1, Ub-Rhodamine cleavage fluorescence. Potency, µM (titrated, usually from 57.1 µM), inactives show at the highest dose activity change, negative = inhibition, hits mostly inhibitors. hit rate 0.23% among 390,000. AID 743255, 2014; further: potency means the concentration at half of the fitted maximal effect; on the % scale 0 is the no-effect control and ±100 the full control effect; nearly all actives have a fitted effect of over 60% in size; inactives centre near -12
Target sequence (O94782 whole entry, looked up): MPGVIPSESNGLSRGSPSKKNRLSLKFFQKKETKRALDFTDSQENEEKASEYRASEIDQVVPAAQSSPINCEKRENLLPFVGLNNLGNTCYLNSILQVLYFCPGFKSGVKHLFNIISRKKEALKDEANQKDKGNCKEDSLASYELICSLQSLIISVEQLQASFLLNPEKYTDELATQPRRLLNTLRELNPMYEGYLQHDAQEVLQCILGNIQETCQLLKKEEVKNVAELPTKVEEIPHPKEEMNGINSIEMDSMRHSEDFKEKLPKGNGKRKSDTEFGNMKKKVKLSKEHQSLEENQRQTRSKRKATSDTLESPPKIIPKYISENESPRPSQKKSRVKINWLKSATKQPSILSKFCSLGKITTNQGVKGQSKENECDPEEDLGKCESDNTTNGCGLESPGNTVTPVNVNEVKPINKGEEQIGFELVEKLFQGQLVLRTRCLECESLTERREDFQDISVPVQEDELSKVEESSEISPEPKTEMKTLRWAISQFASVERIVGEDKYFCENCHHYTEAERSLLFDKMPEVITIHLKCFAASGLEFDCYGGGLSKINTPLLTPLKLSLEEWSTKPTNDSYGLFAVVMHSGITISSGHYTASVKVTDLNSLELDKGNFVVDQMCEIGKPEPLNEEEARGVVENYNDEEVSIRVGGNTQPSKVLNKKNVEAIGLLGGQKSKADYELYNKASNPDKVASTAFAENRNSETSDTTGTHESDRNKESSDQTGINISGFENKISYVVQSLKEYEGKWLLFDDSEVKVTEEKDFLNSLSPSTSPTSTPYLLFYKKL
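In this screen, compounds sit with the deubiquitinase complex (1nM) for 15 min at room temperature before Ub-Rho is added at 150nM final. Fluorescence rise is then followed for 6 reads every 60 seconds.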
RGS4 inh: Inhibitors of Regulator of G Protein Signaling (RGS) 4: qHTS. Regulator of G-protein signaling 4 (Homo sapiens), P49798. Transcreener GDP fluorescence polarization, RGS4-accelerated GTP hydrolysis. Potency, µM (series often up to 114 µM), for inactives: at the top dose activity change, negative = inhibition, usual class: inhibitors. hit rate 0.039% among 390,000. AID 504845, 2011; further: potency means the concentration at half of the fitted maximal effect; on the % scale 0 is the no-effect control and ±100 the full control effect; nearly all actives have a fitted effect of over 75% in size; some results filed as inactive show a strong effect at the top dose
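MLSMR compounds (23 nl, pin-transferred) preincubated 10 min at room temperature with a 500nM (2x) first reagent, then RGS4 at 900nM (2x) plus Transcreener GDP mix added; fluorescence polarization (620/688 nm) read before and after 90 min at 30 °C.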
LDHA inh: qHTS assay for inhibitors of human lactate dehydrogenase. purified LDHA, NADH/diaphorase-resazurin fluorescence; active compounds read low. hit rate 0.15% among 480,000. L-lactate dehydrogenase A chain (Homo sapiens), P00338. activity change, % (values are at about 110 or 230 µM); in the data active means activity change below about -30%; inconclusive means mostly about -25% to -30%;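 further: plate controls were DMSO wells for no effect and wells without enzyme for full effect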
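Remaining NADH was detected by diaphorase (0.133 mg/mL) converting 37 µM resazurin to fluorescent resorufin, read at 0 and 20 minutes. The preceding 5-minute room-temperature reaction used 2 nM LDHA, 0.2 mM sodium pyruvate and 0.06 mM NADH at pH 7.4.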
GRP78 ERSR act: qHTS for Inducers of the Endoplasmic Reticulum Stress Response (ERSR) in Human Glioma: qHTS. U87-MG GRP78 promoter luciferase reporter, 16 h. Potency, µM, without a hit: at the top dose activation, most hits filed as activators. hit rate 0.02% among 420,000; further: potency means the concentration at half of the fitted maximal effect; series mostly up to about 76 µM; % of control where 0% means no effect; nearly all actives have a fitted effect of over 35% in size
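Stably transfected U87-MG glioma cells carrying a GRP78-based luciferase sensor; 16 h compound incubation. Luminescence end-point read 10 min after Bright-Glo addition at room temperature.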
Vif-A3F inh: qHTS for Inhibitors of Vif-A3F Interactions: qHTS | HeLa A3F-eYFP + Vif (tagged APOBEC3F with the HIV-1 protein that degrades it), YFP fluorescence increase | Potency, µM (top dose mostly 46.1 µM), without a hit: at the top dose activity, negative = active | hit rate 0.2% among 390,000; further: potency means the concentration at half of the fitted maximal effect; % of control where 0% means no effect; nearly all actives have a fitted effect of over 65% in size
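HeLa cells stably expressing Vif plus C-terminally eYFP-tagged A3F were seeded, incubated overnight at 37 deg C, dosed with compound, incubated overnight again at 37 deg C. Yellow fluorescence (Ex 488/Em 500-530) reported blocked Vif-mediated A3F-eYFP degradation.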
mIDH1 inhibitor: qHTS for Inhibitors of mutant isocitrate dehydrogenase 1 (IDH1): qHTS. Isocitrate dehydrogenase [NADP] cytoplasmic (Homo sapiens), O75874. IDH1-R132H enzyme, NADPH consumption, diaphorase/resazurin fluorescence. Potency, µM (top dose mostly 76.6 µM), without a hit: at the top dose activity change, negative = inhibition, actives largely listed as inhibitors. hit rate 0.093% among 390,000; further: potency means the concentration at half of the fitted maximal effect; on the % scale 0 is the no-effect control and ±100 the full control effect; nearly all actives have a fitted effect of over 65% in size
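IDH1-R132H (0.5 ug/mL) preincubated 30 min with compound, then NADPH (0.016 mM) and alpha-KG (2 mM) added; 80 min at RT, pH 7.5. Remaining NADPH coupled via diaphorase/resazurin to fluorescence (540/590 nm); concentration-response curves normalized to no-enzyme control.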
Vif-A3G inh: qHTS for Inhibitors of Vif-A3G Interactions: qHTS; hit rate 0.076% among 410,000; HeLa A3G-eYFP + Vif (tagged APOBEC3G with the HIV-1 protein that degrades it), YFP fluorescence, overnight; DNA dC->dU-editing enzyme APOBEC-3G (Homo sapiens), Q9HC16; Potency, µM (series often up to 46.1 µM), without a hit: at the highest dose activity, negative = active, hits mostly inhibitors;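 further: potency means the concentration at half of the fitted maximal effect; on the % scale 0 is the no-effect control and ±100 the full control effect; nearly all actives have a fitted effect of over 60% in size; hits raise eYFP signal because A3G escapes Vif-driven loss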
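HeLa cells stably expressing Vif and C-terminally eYFP-tagged A3G, seeded overnight at 37 deg C, then exposed to compound by pintool overnight at 37 deg C. Rise in yellow fluorescence (Ex 488/Em 500-530, Acumen) marks blocked Vif-driven A3G degradation.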
rTrxR1 inhibitor: qHTS Assay for Inhibitors of Mammalian Selenoprotein Thioredoxin Reductase 1 (TrxR1): qHTS; Thioredoxin reductase 1, cytoplasmic (Rattus norvegicus), O89049; recombinant rTrxR1, NADPH fluorescence consumption, selenite substrate; Potency, µM (titrated, usually from 114 µM), without a hit: at the top dose activity change, negative = inhibition, hits mostly inhibitors; hit rate 1% among 390,000; AID 588453, 2011; further: potency means the concentration at half of the fitted maximal effect; on the % scale 0 is the no-effect control and ±100 the full control effect; nearly all actives have a fitted effect of over 65% in size
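Rat TrxR1 (90 nM in the dispensed reagent) was pre-reduced with 400 uM NADPH for 5 min at room temperature, then incubated with compound for 15 min. After 400 uM selenite was added, NADPH fluorescence (Ex 340/Em 450 nm) was followed for 8 min.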
TrxR1 substrate: qHTS Assay for Substrates of Mammalian Selenoprotein Thioredoxin Reductase 1 (TrxR1): qHTS; Thioredoxin reductase 1, cytoplasmic (Rattus norvegicus), O89049; purified TrxR1 substrate turnover, NADPH consumption readout; Potency, µM (highest dose often 114 µM), inactives show top-dose activity change, negative = substrate turnover; hit rate 0.01% among 390,000; AID 588456, 2011; further: potency means the concentration at half of the fitted maximal effect; on the % scale 0 is the no-effect control and ±100 the full control effect; nearly all actives have a fitted effect of over 50% in size
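Rat TrxR1, dispensed at 90 nM, was prereduced with 400 uM NADPH (final) for 5 min at ~22 deg C, then incubated with compound 15 min before 400 uM selenite. A first-read NADPH fluorescence drop versus no-compound background flagged substrates.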
* = called active by the depositor; ? = inconclusive; [ ] = dose if it differs, or a comment. Unless noted, the call rests on the fitted dose curve; in most records, active means well fitted curve in the direction sought with a large enough effect; inconclusive means small, poorly fitted or top-dose-only effect, or another doubt; inactive means no such curve, though single readings can be large; an effect the other way counts as inactive or inconclusive. This is a subset; the hit share may differ from the screen's.

SMILES	USP1 inh	RGS4 inh	LDHA inh	GRP78 ERSR act	Vif-A3F inh	mIDH1 inhibitor	Vif-A3G inh	rTrxR1 inhibitor	TrxR1 substrate
COC(=O)c1ccc(/C=N/Nc2nc(-c3ccc(C)cc3)cs2)cc1	-5%	-34%	-1	-2%	-24%	3%	1%	7%[57.1 µM]	-6%
C1=Nc2ccccc2CN1c1ccccc1	1%	-4%	1	4%	9%	3%	-1%	-1%	-2%
COc1ccccc1-c1noc(CCC(=O)N2CCN(c3cc(C)ccc3C)CC2)n1	-8%	4%	-2	-1%	-4%	1%	0%	4%	-6%
O=C(NNC(=O)C1CCC1)c1ccc(Cl)cc1	-10%	44%	-10	0%	-17%	2%	-1%	39%[activator]	7%
CC(=O)Nc1ccc(/C=C(\C#N)C(=O)NC2CCCCC2)cc1	-21%	-15%	0	-1%	16%	1%	-2%	2%[11.4 µM]	10%[11.4 µM]
O=C(O)c1nn2cc(CCO)cnc2c1Cl	-18%	-18%	0	-5%	-6%	0%	11%	2%	-7%
O=[N+]([O-])c1ccc(N2CCCC2)cc1NCc1ccccc1	-20%	-28%	-2	-5%	-14%	3%	-1%	21%[57.1 µM]	-3%[57.1 µM]
OCC[C@H]1C[C@H](O)[C@@H](O)[C@]2(OCc3ccccc32)O1	?	5%	3	-1%	-1%	7%	-1%	21%	12%
CC1CCN(C(=O)CSc2nc(=O)n3ccccc3n2)CC1	-13%	-14%	-3	-4%	-19%	-3%	-1%	-2%	-4%
Nc1ccccc1SCC(=O)Nc1ccc2c(c1)OCO2	-5%	29%	-5	6%	1%	0%	-10%	2%	-9%
COc1ccc2c(c1)CCc1c(C(=O)Nc3ccn(Cc4ccc(C)cc4)n3)noc1-2	-16%	3%	-11	-2%	2%	5%	0%	-9%	-9%
O=C(OCC(=O)N1CCC(Cc2ccccc2)CC1)c1ccccc1O	-2%	12%	0	3%	0%	-1%	5%	33%	-2%
CCOc1ccc(OCC)c(NC(=O)CN(c2ccc(C)cc2)S(=O)(=O)c2c(C)n[nH]c2C)c1	?	-7%	1	20%	-10%	-20%	-12%	11%	-3%
CNC(=O)c1ccc(CNC(=O)OCc2ccccc2)cc1	2%	-6%	0	1%	17%	-1%	-1%	-9%[57.1 µM]	-7%
O=C(Nc1c[nH]c(=O)[nH]c1=O)c1cccc(F)c1	?	34%	-10	4%	12%	5%	-2%	19%[57.1 µM]	8%[57.1 µM]
CCOc1ccc(CNC(=O)C(C)n2nc(C)c3c(C)n(-c4ccccc4)nc3c2=O)cc1 (stereo not drawn)	-20%	6%	-11	-3%	2%	-9%	-6%	-2%	-1%
O=C(NC1CC1)c1c[nH]c2ccc(S(=O)(=O)Nc3cccc(C(F)(F)F)c3)cc2c1=O	-23%	-41%	-4	-9%	-10%	3%	3%	-17%	-14%
COc1ccccc1CCNC(=O)Cn1ccc2cc(S(=O)(=O)N3CCCCC3)ccc21	-21%	1%	-3	0%	1%	-12%	-2%	8%	-8%

Looked up by compound from above:
SMILES	USP1 inh	RGS4 inh	LDHA inh	GRP78 ERSR act	Vif-A3F inh	mIDH1 inhibitor	Vif-A3G inh	rTrxR1 inhibitor	TrxR1 substrate
CNC(=O)c1ccc(CNC(=O)OCc2ccccc2)cc1	2%	-6%	0	1%	17%	-1%	-1%	-9%[57.1 µM]	-7%
O=C(Nc1c[nH]c(=O)[nH]c1=O)c1cccc(F)c1	?	34%	-10	4%	12%	5%	-2%	19%[57.1 µM]	8%[57.1 µM]
O=[N+]([O-])c1ccc(N2CCCC2)cc1NCc1ccccc1	-20%	-28%	-2	-5%	-14%	3%	-1%	21%[57.1 µM]	-3%[57.1 µM]

2 of the compounds above, with two lines to a compound.
Sequence of screens: USP1 inh	RGS4 inh	LDHA inh	GRP78 ERSR act	Vif-A3F inh	mIDH1 inhibitor	Vif-A3G inh	rTrxR1 inhibitor	TrxR1 substrate
O=[N+]([O-])c1ccc(N2CCCC2)cc1NCc1ccccc1
→ -20%	-28%	-2	-5%	-14%	3%	-1%	21%[57.1 µM]	-3%[57.1 µM]
OCC[C@H]1C[C@H](O)[C@@H](O)[C@]2(OCc3ccccc32)O1
→ ?	5%	3	-1%	-1%	7%	-1%	21%	12%
